# NadD inh = NadD (S. aureus) enzyme inhibition. inhibition, % at 20 µM. AID 602399. hit rate 0.78% among 360,000. purified NadD enzyme, colorimetric absorbance read-out; in the data active = inhibition above about 26%; also: some compounds past the cut are filed as inactive
# DNMT1 inh = blocks human DNA methyltransferase DNMT1 | P26358 | DNMT1 molecular beacon, Hinp1I cleavage, fluorescence | inhibition (reported as % activation of signal), % at 10 µM | hit rate 0.83% among 360,000; in the data active = inhibition above about 50%
# LMPTP inh = blocks human LMPTP phosphatase; P24666; hit rate 0.22% among 360,000; AID 651560; inhibition, % at 20 µM; recombinant LMPTP-A, OMFP fluorogenic substrate, fluorescence intensity;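 active = compounds that cut the enzyme signal by at least half of the control window in the single-dose screen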;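 also: plate controls were DMSO wells with enzyme plus substrate for no effect and substrate without enzyme for full effect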
# Target sequence (P24666 whole entry, looked up): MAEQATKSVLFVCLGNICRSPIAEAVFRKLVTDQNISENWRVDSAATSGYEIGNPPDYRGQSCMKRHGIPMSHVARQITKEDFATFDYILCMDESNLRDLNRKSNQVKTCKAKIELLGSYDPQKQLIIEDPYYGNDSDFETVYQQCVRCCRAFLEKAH
#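 Test system: LMPTP-A phosphatase enzyme. Amount: LMPTP-A at 0.625 nM final in the reaction. Reagent: OMFP substrate, 400 µM final. Times: 50 min at room temperature. Signal: endpoint fluorescence intensity from OMFP dephosphorylation. Read-out basis: % inhibition. Benchmarks: no-enzyme and uninhibited controls.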
# CSN inh = blocks human CSN-mediated cullin deneddylation; AID 651999; Purified CSN, SCF-Nedd8-OG deneddylation, fluorescence polarization; inhibition, % at 12.5 µM; Q92905; hit rate 0.38% among 360,000;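 active = pattern-corrected inhibition above about 35%, with an unprinted fluorescence ratio check between 0.5 and 1.5, limit read from the data, passing the limit was not always enough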;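 also: 0% = enzyme with substrate and 100% = substrate without enzyme; some results filed as inactive read as strong as hits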
# Target sequence (Q92905 whole entry, looked up, one chain of several): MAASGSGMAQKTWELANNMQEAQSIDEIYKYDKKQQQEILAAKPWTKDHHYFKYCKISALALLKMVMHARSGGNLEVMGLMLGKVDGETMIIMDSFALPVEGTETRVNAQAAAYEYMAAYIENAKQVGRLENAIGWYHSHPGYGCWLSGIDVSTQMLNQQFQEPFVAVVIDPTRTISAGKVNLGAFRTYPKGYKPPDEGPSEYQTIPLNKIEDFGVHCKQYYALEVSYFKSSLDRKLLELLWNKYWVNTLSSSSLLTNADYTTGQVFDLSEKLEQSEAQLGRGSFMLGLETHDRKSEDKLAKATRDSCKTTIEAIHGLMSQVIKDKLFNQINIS
#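 Assay system: purified human Csn5 enzyme expressed in HEK293T cells; Input: 0.24 nM Csn5 enzyme, final concentration; Reagent: 10 nM SCFSkp2-Nedd8OG; Compound dosing: 12.5 µM single point; Times: reaction 90 min, room temperature; Technique: fluorescence polarization readout.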
# MsrA inhibitor = inhibits bovine methionine sulfoxide reductase A | purified bovine MsrA, absorbance read-out | hit rate 0.75% among 360,000 | inhibition, % at 15.5 µM; in the data active = inhibition above about 4.5%;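 also: 0% = vehicle wells with enzyme and 100% = reference inhibitor wells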
# Scp-1 inhibitor = Scp-1 (human) phosphatase inhibition | Recombinant Scp1, phosphopeptide, malachite green phosphate absorbance | inhibition, % at 20 µM | hit rate 0.88% among 340,000;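 active = inhibition above about 50% at 20 µM, limit read from the data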;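 also: plate controls were DMSO wells with enzyme for no effect and wells lacking enzyme for full effect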
#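 Assay system: SCP-1 catalytic fragment, aa 76-261 | Buffer or medium: Tris acetate buffer pH 5.5 with MgCl2 and Tween-20 | Compound: One concentration, 20 µM, with 1.0% DMSO | Also added: Phospho 17-mer peptide substrate | Signal: Absorbance at 630 nm | Incubation: 45 min enzyme reaction at room temperature | Measure: % inhibition of SCP-1 phosphate liberation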
# STEP inh = STEP (human) phosphatase inhibition; AID 588621; recombinant STEP, OMFP fluorogenic substrate, fluorescence; hit rate 0.25% among 360,000; inhibition, % at 20 µM;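 active = inhibition at 20 µM, scaled per plate between control wells, above about 37%, limit read from the data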;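 also: 0% = DMSO with enzyme and substrate and 100% = substrate only without enzyme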
#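 System: isolated STEP enzyme; schedule: 20 min enzyme reaction at room temperature, protected from light; medium: Bis-Tris buffer pH 6.0, 2.5 mM DTT, 0.005% Tween 20; signal: fluorescence, 480/540 nm; dosing: single compound dose of 20 µM, 1% DMSO final; also added: OMFP substrate, 25 µM final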
# SUMO1-SIM PPI = SUMO1-SIM interaction modulation; SUMO1 binding to a labelled peptide, TR-FRET, 1 h; inhibition, % at 20 µM; hit rate 0.33% among 360,000; AID 602429; in the data active = inhibition above about 37%
# Target sequence (P63165 whole entry, looked up): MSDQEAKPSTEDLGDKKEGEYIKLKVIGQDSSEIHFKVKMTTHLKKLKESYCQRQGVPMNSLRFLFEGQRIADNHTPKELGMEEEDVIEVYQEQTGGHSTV
# Rpn11 inh = Rpn11 (human) deubiquitinase inhibition; AID 588493; hit rate 0.59% among 360,000; calls only at 20 µM; O00487; human 26S proteasome, Ub4-pepOG fluorescence polarization; 20S core pre-blocked with epoxomicin;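 active = inhibition at 20 µM, scaled to each plate's controls, above about 33%, limit read from the data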
# Target sequence (O00487 whole entry, looked up): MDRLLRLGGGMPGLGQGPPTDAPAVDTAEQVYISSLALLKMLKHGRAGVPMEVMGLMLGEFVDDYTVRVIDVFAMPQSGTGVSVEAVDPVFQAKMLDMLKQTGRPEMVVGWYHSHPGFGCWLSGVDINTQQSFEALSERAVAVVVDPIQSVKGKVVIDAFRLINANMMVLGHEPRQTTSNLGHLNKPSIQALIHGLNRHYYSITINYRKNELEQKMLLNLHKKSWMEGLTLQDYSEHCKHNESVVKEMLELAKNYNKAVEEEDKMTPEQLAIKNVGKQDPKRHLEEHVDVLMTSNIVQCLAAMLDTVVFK
# Tb MetRS inh = blocks T. brucei methionyl-tRNA synthetase activity; purified T. brucei MetRS, ATP depletion, Kinase-Glo luminescence; inhibition, % at 11.9 µM; hit rate 0.4% among 360,000;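 active = inhibition above a per-plate cutoff of the control wells' mean inhibition plus 3 SD, cut at about 5.5% in these data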;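 also: 0% = DMSO wells median and 100% = median of wells with control inhibitor compound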
#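 Dosing: 11.9 µM compound single dose, 0.9% DMSO; Assay system: purified T. brucei MetRS enzyme; Measured by: Kinase-Glo luciferase luminescence reporting remaining unconsumed ATP; Schedule: 15 min plus 2 h at 25 °C.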
# Starred values were filed as active, the others as inactive; i = inactive; . = no result given; + = active, no number. Not a hit list, and some 3.9% of all compounds hit somewhere here.
SMILES,NadD inh,DNMT1 inh,LMPTP inh,CSN inh,MsrA inhibitor,Scp-1 inhibitor,STEP inh,SUMO1-SIM PPI,Rpn11 inh,Tb MetRS inh
CC(C)c1ccc(NC(=O)COc2ccccn2)cc1,0,0,2.1,-11,-1.3,10,-1,2,i,-1.2
CC(C)NCC1CCc2cc(CO)c([N+](=O)[O-])cc2N1 (configuration not stated),3,-3,0.3,-2,0.5,-14,1,-14,i,-0.2
COC(=O)Cc1ccc(NC(=S)N2CCN(c3ccc(OC)cc3)CC2)cc1,-3,0,-0.5,-19,0.2,-8,-1,-1,i,0.0
COc1cc(Cl)c(C)cc1NC(=O)CCCN1C(=O)CCC1=O,-6,-2,-1.4,-3,0.3,-8,1,1,i,-0.1
C=CCSc1nnc(CNC(=O)c2ccc(Cl)cc2)n1CC,0,0,0.4,3,-0.6,-1,0,-2,i,-0.2
[O-]C1=N[N+](=C(c2ccccc2)c2ccccc2)C1,0,6,0.9,-1,0.6,-6,-1,-9,i,-0.2
COc1ccc(C2NCCn3cccc32)cc1 (configuration not stated),0,6,-1.1,1,0.3,-2,7,-9,i,0.1
CN(CCC#N)C(=O)COC(=O)c1c2c(nc3ccccc13)/C(=C/c1ccco1)CC2,50*,100*,59*,45,2.3,78*,3,15,+,-0.1
O=C(CC1C(=O)NCCN1Cc1c(F)cccc1Cl)NCCCn1ccnc1 (configuration not stated),0,-2,-2.7,-6,0.9,-8,-4,1,i,-0.3
CC1CCN(C(=O)COC(=O)C2CCN(S(=O)(=O)c3c(Cl)cccc3Cl)CC2)CC1,-5,-1,-0.1,-3,0.4,4,1,8,i,0.1
C/C(=C\C(=O)c1ccccc1)Nc1ccc2c(c1)OCO2,-3,-23,0.6,4,2.0,-4,2,4,i,0.8
CC1CCN(C(=O)CN2C(=O)C(=O)N(C)C2=O)c2ccccc2S1 (configuration not stated),9,3,-0.8,3,-1.5,-5,-3,-2,i,-0.4
COc1ccc(C(=O)C2CCCN(Cc3cccn3-c3nccs3)C2)cc1F (configuration not stated),1,0,-0.8,2,0.0,0,0,1,i,0.9
COc1ccccc1/C=C1/C(=O)N(c2ccc([N+](=O)[O-])cc2)N=C1C,4,-5,2.5,2,-1.4,-4,2,-8,i,-0.8
COc1ccc(CNC(=O)CSc2ncnc3ccccc23)cc1OC,-4,-4,4.1,0,2.0,4,2,8,i,-0.2
CCCN(CC(=O)Nc1ccc(F)c(F)c1F)C(=O)Cc1ccc(S(=O)(=O)N2CCOCC2)s1,20,-34,0.9,7,0.5,-2,-1,4,i,0.2
Cc1ccc(OCC(=O)N(Cc2ccccc2)c2ccccn2)cc1,2,-1,0.2,2,0.4,-3,-2,0,i,-0.2
O=C(CNC(=O)c1ccccc1)NCC(=O)OCc1ccccc1Cl,-2,-2,-1.7,-2,0.0,-5,-2,1,i,-0.1
O=C(COc1cccc(-n2cnnn2)c1)Nc1ccc([N+](=O)[O-])cc1,-4,1,0.9,3,0.3,-5,-1,-6,i,0.2
CSc1ncccc1C(=O)N(C)CC(=O)Nc1cccc(F)c1,1,1,-1.1,-3,0.0,-6,0,2,i,-0.3
Cc1c(N2C(=O)C(C)SC23C(=O)Nc2ccccc23)c(=O)n(-c2ccccc2)n1C (configuration not stated),0,1,-1.1,0,0.1,-2,0,1,i,0.0
Cn1c(N)c(C#N)c(C#N)c1-c1ccccc1,-3,-1,-2.0,5,-0.1,-2,-8,-4,i,-0.9
CCOC(=O)[C@]12CCCC=C1N(Cc1ccco1)C(=O)[C@H](CC(=O)NCC13CC4CC(CC(C4)C1)C3)C2,-3,.,1.6,2,-1.1,.,.,4,.,-0.3
COc1ccc(-c2csc3ncnc(N4CCN(S(=O)(=O)c5ccc(C)cc5)CC4)c23)cc1,26,0,4.3,0,2.0,11,4,-3,i,-0.4
COc1cc(C(=O)N=c2sc3c(C)ccc(OC)c3n2C)cc(OC)c1OC,-13,-3,2.0,4,0.2,-14,0,-9,i,-0.6
CCCCNC(=O)C(NC(=O)c1cccnc1)C(=O)c1ccccc1 (configuration not stated),-1,5,-1.5,2,-1.7,.,5,3,i,0.1
Cc1cccc(N2CCN(C(=O)CN3C(=O)NC4(CCCCCC4)C3=O)CC2)c1C,3,0,0.3,-1,-0.6,-7,0,4,i,0.2
CC[C@H](C)[C@H](NC(N)=O)C(=O)NNC(=O)c1ccc(COc2cccc3cccnc23)cc1,26,-14,21,-2,-0.2,1,0,-7,i,0.1
CCCCc1ccc(C2C3=C(CC(C)(C)CC3=O)NC3=C2C(=O)c2ccccc23)cc1 (configuration not stated),23,-10,2.9,2,-0.5,-8,4,-9,i,-0.3
O=C(Nc1ccc(F)cc1)c1cc2cc(Cl)ccc2[nH]1,2,5,-1.4,3,1.0,1,-1,-7,i,0.0
O=C1OC[C@@H]2CCCN2C(=O)[C@H](CC(=O)N(CCO)Cc2ccccc2)C/C=C\CC[C@H]1Cc1ccc(F)cc1,0,-8,0.5,3,2.3,-8,1,4,i,-0.3
CN(C1=NS(=O)(=O)N=C(N(C)c2ccccc2)O1)c1ccccc1,3,47,-0.2,-3,0.6,.,-1,2,i,-0.1
CN(C[C@@H](CC1CCCCC1)N(C[C@H](Cc1ccccc1)N(CCc1ccccc1)N=O)N=O)N=O,-7,1,2.5,-1,2.1,-11,1,6,i,-0.1
N#Cc1cccc(NC(=O)Cn2cnc(S(=O)(=O)N3CCOCC3)c2)c1,1,1,-0.6,3,.,-3,0,-1,i,1.0
CC1CN(C(=O)/C=C/c2ccc(SC(F)F)cc2)CC(C)O1 (configuration not stated),-6,1,-1.0,-1,-1.2,-6,0,-16,i,-0.7
CCN1CCN(CC(=O)Nc2cccc(C)c2C)C(=O)C1=O,0,2,-1.0,1,-0.2,-9,-3,3,i,-0.7
CCC(C)[C@H](NC(=O)[C@@H]1CSC2c3ccccc3C(=O)N21)C(=O)NCC1CCCO1 (some centres not stated),-6,2,-0.3,0,1.7,-7,1,2,i,-0.6
COc1ccc(OCCCC(=O)NNC(=O)c2ccncc2)cc1,-3,-3,-2.9,0,2.1,-6,-2,6,i,-0.2
COc1cccc(C2C(C#N)=C(N)Oc3cc(C)n(Cc4ccccn4)c(=O)c32)c1OC (configuration not stated),2,-2,-1.6,3,1.2,0,4,-2,i,-1.3
CCOC(=O)C1(CCCc2ccccc2)CCN(Cc2cnc(C)s2)CC1,5,2,0.5,-6,-0.5,-1,-3,2,i,-0.4
O=C(c1ccc(Cl)cc1)N1CCC(C(=O)N2CCN(c3ncccn3)CC2)CC1,3,1,-0.2,-3,0.3,-6,-2,3,i,-0.1
CC1(C)CC(N2CCCC2)=CC(=[N+]2CCCCCC2)C1,12,2,-0.9,0,6.7*,19,0,0,i,-0.8
CCC(C)N(C)C1CCN(C(=S)Nc2cccc(SC)c2)CC1 (configuration not stated),-6,2,-1.6,5,0.7,6,36,-1,i,0.1
CC(CCc1ccccc1)NC(=O)COC(=O)C(CCC(N)=O)NC(=O)c1ccc(F)cc1 (configuration not stated),-9,6,-1.1,1,0.6,-8,4,-4,i,-0.2
O=C(COC(=O)CNC(=O)C1CCCCC1)Nc1ccccc1Cl,-7,6,-0.9,-1,-0.5,-6,1,12,i,-0.3

# Ordered by molar mass (highest first): some entries from above
SMILES,NadD inh,DNMT1 inh,LMPTP inh,CSN inh,MsrA inhibitor,Scp-1 inhibitor,STEP inh,SUMO1-SIM PPI,Rpn11 inh,Tb MetRS inh
O=C1OC[C@@H]2CCCN2C(=O)[C@H](CC(=O)N(CCO)Cc2ccccc2)C/C=C\CC[C@H]1Cc1ccc(F)cc1,0,-8,0.5,3,2.3,-8,1,4,i,-0.3
O=C(c1ccc(Cl)cc1)N1CCC(C(=O)N2CCN(c3ncccn3)CC2)CC1,3,1,-0.2,-3,0.3,-6,-2,3,i,-0.1
CCOC(=O)C1(CCCc2ccccc2)CCN(Cc2cnc(C)s2)CC1,5,2,0.5,-6,-0.5,-1,-3,2,i,-0.4
N#Cc1cccc(NC(=O)Cn2cnc(S(=O)(=O)N3CCOCC3)c2)c1,1,1,-0.6,3,.,-3,0,-1,i,1.0
O=C(COC(=O)CNC(=O)C1CCCCC1)Nc1ccccc1Cl,-7,6,-0.9,-1,-0.5,-6,1,12,i,-0.3
CCC(C)N(C)C1CCN(C(=S)Nc2cccc(SC)c2)CC1 (configuration not stated),-6,2,-1.6,5,0.7,6,36,-1,i,0.1
CC1CN(C(=O)/C=C/c2ccc(SC(F)F)cc2)CC(C)O1 (configuration not stated),-6,1,-1.0,-1,-1.2,-6,0,-16,i,-0.7
CCN1CCN(CC(=O)Nc2cccc(C)c2C)C(=O)C1=O,0,2,-1.0,1,-0.2,-9,-3,3,i,-0.7
CC1(C)CC(N2CCCC2)=CC(=[N+]2CCCCCC2)C1,12,2,-0.9,0,6.7*,19,0,0,i,-0.8

# (cont.)
SMILES,NadD inh,DNMT1 inh,LMPTP inh,CSN inh,MsrA inhibitor,Scp-1 inhibitor,STEP inh,SUMO1-SIM PPI,Rpn11 inh,Tb MetRS inh
CCCn1c(SCC(=O)N(C)C2CCS(=O)(=O)C2)nc2sc3c(c2c1=O)CCC3 (configuration not stated),1,2,-2.0,1,0.9,3,2,-2,i,0.0
COc1ccc(-n2c(=O)[nH]cc(C(=O)Nc3ccc4c(c3)OCO4)c2=O)cc1OC,-2,-2,0.1,4,-1.0,-8,2,2,i,-0.3
Cc1cc2nc(CCl)cc(=O)n2[nH]1,-8,0,0.5,-16,0.9,-11,-2,-1,i,0.0
Cc1cc(Oc2cccc3c2S(=O)(=O)N(C2CCCC2)CC(COCc2ccccc2)O3)cc(C)c1C (configuration not stated),-1,10,2.1,-4,0.4,4,3,4,i,-0.2
Cc1c(C)n(C)c2ccc(C(=O)Nc3cccc4ccccc34)cc12,13,-12,4.8,1,3.0,-8,6,-10,i,-1.1

# Assay outcomes (PubChem BioAssay)
